Screening data: PubChem, several laboratories
CendR NRP1 mod = modulators of CendR peptide binding to human neuropilin-1; AID 602438; O14786; 360,000 tested, 0.85% active; inhibition, % at 25 µM; FAM-RPARPAR peptide binding to NRP-1, fluorescence polarization;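 active = inhibition or corrected inhibition above about 18%, plus a signal ratio from 0.5 to 1.5, limit read from the data, passing the limit was not always enough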; note: strong numbers were not always called active
Neddyl block = inhibitors of human cullin neddylation. TR-FRET cullin neddylation, biochemical. calls only at 25 µM. 360,000 tested, 0.58% active. AID 651699; in the data active = inhibition above about 36%
Target sequence (P61081 whole entry, looked up): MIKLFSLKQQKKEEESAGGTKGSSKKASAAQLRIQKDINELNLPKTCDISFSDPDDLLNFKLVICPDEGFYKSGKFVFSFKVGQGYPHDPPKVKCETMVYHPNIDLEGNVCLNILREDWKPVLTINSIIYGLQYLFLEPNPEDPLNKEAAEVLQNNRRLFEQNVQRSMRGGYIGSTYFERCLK
Target sequence (Q13564 whole entry, looked up): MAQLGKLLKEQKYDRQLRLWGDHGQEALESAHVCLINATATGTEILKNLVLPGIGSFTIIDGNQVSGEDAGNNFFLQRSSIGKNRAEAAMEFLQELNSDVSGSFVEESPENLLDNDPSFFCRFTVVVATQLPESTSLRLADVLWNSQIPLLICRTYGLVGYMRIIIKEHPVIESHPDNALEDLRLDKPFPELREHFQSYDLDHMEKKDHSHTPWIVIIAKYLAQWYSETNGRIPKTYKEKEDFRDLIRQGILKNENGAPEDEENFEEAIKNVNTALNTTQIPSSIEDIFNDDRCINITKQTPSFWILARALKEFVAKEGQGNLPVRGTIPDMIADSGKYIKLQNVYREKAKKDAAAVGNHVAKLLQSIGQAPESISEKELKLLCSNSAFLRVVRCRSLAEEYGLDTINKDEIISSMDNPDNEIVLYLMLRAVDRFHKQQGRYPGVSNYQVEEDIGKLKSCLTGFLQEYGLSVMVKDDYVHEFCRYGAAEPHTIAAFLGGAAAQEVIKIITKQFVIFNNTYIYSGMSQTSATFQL
SKN-1 inh = inhibitors of C. elegans SKN-1. C. elegans VP596 Pgst-4::GFP/RFP ratio, acrylamide-induced, 24 h. inhibition, % at 21.8 µM. 360,000 tested, 0.49% active. AID 624304;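 active = interference check ratio from 0.5 to 1.5 plus GFP to RFP signal ratio inhibition reaching or exceeding a fixed threshold, cut at about 30% in these data, passing the limit was not always enough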; note: some compounds called inactive have numbers as strong as hits
eLon inh = inhibitors of E. coli Lon protease. P0A9M0. purified E. coli Lon protease, fluorescence polarization. inhibition, % at 7.94 µM. 360,000 tested, 0.42% active; in the data active = inhibition above about 13%, passing the limit was not always enough;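 note: 0% = enzyme with probe and DMSO and 100% = no enzyme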
FAS TE block = inhibitors of human fatty acid synthase thioesterase domain | P49327 | inhibition, % at 15 µM | AID 602261 | recombinant FAS-TE, OMFH fluorogenic substrate, fluorescence endpoint | 360,000 tested, 0.67% active;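 active = compounds whose normalised, plate-corrected inhibition of enzyme fluorescence in the single-dose primary screen is 50% or more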;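 note: 0% = DMSO with enzyme and 100% = substrate without enzyme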
MsrA act = bovine methionine sulfoxide reductase A activation | purified bovine MsrA, absorbance read-out | activation, % at 10.6 µM | AID 602163 | 360,000 tested, 0.3% active; in the data active = activation above about 7.5%;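 note: 0% = vehicle and 100% = reference activator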
PABP1 MLLE inh = blocks PAM2 peptide binding to the PABP1 MLLE domain; P11940; GST-MLLE / FITC-PAM2 fluorescence polarization; inhibition, % at 20 µM; 360,000 tested, 0.36% active; AID 588489; in the data active = inhibition above about 35%, passing the limit was not always enough;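 note: plate controls were DMSO wells with GST-MLLE for no effect and wells lacking GST-MLLE protein for full effect; some results filed as inactive read as strong as hits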
MT1-MMP act inh = MT1-MMP (human) activation inhibition | P50281 | HT1080 RFP-PRO-GFP cells, GFP/RFP ratio fluorescence, overnight; percent of plate control window, DMSO zero | GFP/RFP ratio change, % at 20 µM | 360,000 tested, 0.061% active;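 active = GFP/RFP ratio change of at least 30% with cell ATP level not reduced by more than half and red fluorescence within 50% of control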; note: strong numbers were not always called active
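Compound: 20 µM single dose, 1% DMSO / System: HT1080 RFP-PRO-GFP cells / Controls: DMSO and RFP-L50D-GFP cell wells / Read-out basis: GFP/RFP fluorescence ratio / Schedule: overnight compound exposure at 37 °C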
Rin1-Abl PPI inh = blocks binding of human Rin1 to Abl; TR-FRET Rin1/Abl binding, biochemical; inhibition, % at 7.35 µM; 360,000 tested, 0.4% active; AID 588664; in the data active = inhibition above about 5%, passing the limit was not always enough
Active calls of the source: *.

Screening O=C(C[C@H]1C[C@H]2c3cc(NC(=O)CC4CC4)ccc3O[C@H]2[C@H](CO)O1)NCc1ccccc1F returned CendR NRP1 mod -9, Neddyl block inactive, SKN-1 inh -3, eLon inh 1, FAS TE block -6, MsrA act -1, PABP1 MLLE inh -9, MT1-MMP act inh 3 and Rin1-Abl PPI inh 0.
`CCN(CC)C(=O)c1sc(NC(=O)c2ccncc2)c(C(=O)OC)c1C` gave CendR NRP1 mod -7, Neddyl block inactive, SKN-1 inh -3, eLon inh 5, FAS TE block -8, MsrA act -3, PABP1 MLLE inh 16, MT1-MMP act inh 1 and Rin1-Abl PPI inh -4.
`CN(C)S(=O)(=O)c1cccc(NC(=O)c2cccc(NS(=O)(=O)c3ccccc3)c2)c1` gave CendR NRP1 mod -9, Neddyl block inactive, SKN-1 inh 19, eLon inh -4, FAS TE block 22, MsrA act -3, PABP1 MLLE inh -6, MT1-MMP act inh -7 and Rin1-Abl PPI inh 3.
O=C(CC(=O)N/N=C\c1ccccc1[N+](=O)[O-])NCCc1ccccc1 was read as CendR NRP1 mod -4, Neddyl block inactive, SKN-1 inh -4, eLon inh -7, FAS TE block -1, MsrA act 3, PABP1 MLLE inh -6, MT1-MMP act inh 3 and Rin1-Abl PPI inh -2.
For CN(Cc1ccccc1)c1ccc(C(CC(N)=O)NC(=O)c2ccccc2)cc1[N+](=O)[O-] (centres undefined) the results were CendR NRP1 mod 2, Neddyl block inactive, SKN-1 inh 6, eLon inh -1, FAS TE block 4, MsrA act -4, PABP1 MLLE inh 7, MT1-MMP act inh 2 and Rin1-Abl PPI inh 1.
`C[C@H](CO)N1C[C@H](C)[C@H](CN(C)C(=O)c2ccc3ccn(C)c3c2)OCc2cnnn2CCCC1=O` gave CendR NRP1 mod 1, Neddyl block inactive, SKN-1 inh 0, eLon inh 6, FAS TE block -6, MsrA act -2, PABP1 MLLE inh 7, MT1-MMP act inh 2 and Rin1-Abl PPI inh -3.
Screening O=C(c1ccc(Cn2c(=O)[nH]c3ccccc3c2=O)cc1)N1CCN(c2ccc(Cl)cc2)CC1 returned CendR NRP1 mod 25*, Neddyl block inactive, SKN-1 inh -4, eLon inh -5, FAS TE block 9, MsrA act 5, PABP1 MLLE inh -13, MT1-MMP act inh 8 and Rin1-Abl PPI inh -1.
`COc1cc(-c2nnc(-c3ccncc3)o2)ccc1OCc1ccccc1` gave CendR NRP1 mod 1, Neddyl block inactive, SKN-1 inh -13, eLon inh -15, FAS TE block 9, MsrA act 3, PABP1 MLLE inh -3, MT1-MMP act inh 4 and Rin1-Abl PPI inh 2.
O=C(Nc1cccc(Br)c1)c1ccc(CN2CCc3ccccc3C2)cc1 was read as CendR NRP1 mod -3, Neddyl block inactive, SKN-1 inh 14, eLon inh -4, FAS TE block 37, MsrA act -7, PABP1 MLLE inh 4, MT1-MMP act inh -2 and Rin1-Abl PPI inh 1.
O=C(COC(=O)c1nc(Cl)ccc1Cl)NC1CCCCC1 was read as CendR NRP1 mod -6, Neddyl block inactive, SKN-1 inh 10, eLon inh -4, FAS TE block -2, MsrA act 0, PABP1 MLLE inh -16, MT1-MMP act inh -2 and Rin1-Abl PPI inh 1.

Overlap with the part before: 3 compounds, then new ones.
`COc1cc(-c2nnc(-c3ccncc3)o2)ccc1OCc1ccccc1` gave CendR NRP1 mod 1, Neddyl block inactive, SKN-1 inh -13, eLon inh -15, FAS TE block 9, MsrA act 3, PABP1 MLLE inh -3, MT1-MMP act inh 4 and Rin1-Abl PPI inh 2.
O=C(Nc1cccc(Br)c1)c1ccc(CN2CCc3ccccc3C2)cc1 was read as CendR NRP1 mod -3, Neddyl block inactive, SKN-1 inh 14, eLon inh -4, FAS TE block 37, MsrA act -7, PABP1 MLLE inh 4, MT1-MMP act inh -2 and Rin1-Abl PPI inh 1.
O=C(COC(=O)c1nc(Cl)ccc1Cl)NC1CCCCC1 was read as CendR NRP1 mod -6, Neddyl block inactive, SKN-1 inh 10, eLon inh -4, FAS TE block -2, MsrA act 0, PABP1 MLLE inh -16, MT1-MMP act inh -2 and Rin1-Abl PPI inh 1.
For CCC(=O)Nc1ccc(Cl)c(NC(=O)C(C)C)c1 the results were CendR NRP1 mod 10, Neddyl block inactive, SKN-1 inh 8, eLon inh -5, FAS TE block -2, MsrA act -1, PABP1 MLLE inh -27, MT1-MMP act inh -4 and Rin1-Abl PPI inh 0.
`CC(C)[C@H](NC(=O)c1ccccc1Br)C(=O)OCc1nc2ccsc2c(=O)[nH]1` gave CendR NRP1 mod -7, Neddyl block inactive, SKN-1 inh 9, eLon inh 6, FAS TE block -5, MsrA act -6, PABP1 MLLE inh 6, MT1-MMP act inh 2 and Rin1-Abl PPI inh 3.
Cc1ccc(NC(=O)COC(=O)CNC(=O)c2ccco2)cc1 was read as CendR NRP1 mod 4, Neddyl block inactive, SKN-1 inh -7, eLon inh 1, FAS TE block -3, MsrA act -1, PABP1 MLLE inh 2, MT1-MMP act inh 1 and Rin1-Abl PPI inh 1.
CCOC(=O)C1(CC2CCCCO2)CCN(C2CCSCC2)CC1 (centres undefined) was read as CendR NRP1 mod 7, Neddyl block inactive, SKN-1 inh -12, eLon inh -3, FAS TE block -3, MsrA act 3, PABP1 MLLE inh 10, MT1-MMP act inh -2 and Rin1-Abl PPI inh 1.
`O=C(CN1CCCC1)Nc1ccc([N+](=O)[O-])cc1Cl` gave CendR NRP1 mod -10, Neddyl block inactive, SKN-1 inh -6, eLon inh -3, FAS TE block -1, MsrA act -5, PABP1 MLLE inh 7, MT1-MMP act inh -2 and Rin1-Abl PPI inh -2.
Screening Cc1sc2nc(CN3CCOCC3)nc(Cl)c2c1C returned CendR NRP1 mod -3, Neddyl block inactive, SKN-1 inh -7, eLon inh -11, FAS TE block -7, MsrA act -5, PABP1 MLLE inh -2, MT1-MMP act inh 1 and Rin1-Abl PPI inh -1.
`COc1ccc(N2CCN(S(=O)(=O)c3cc4c(cc3C)NC(=O)CO4)CC2)cc1` gave CendR NRP1 mod -9, Neddyl block inactive, SKN-1 inh -1, eLon inh 2, FAS TE block -1, MsrA act 1, PABP1 MLLE inh 12, MT1-MMP act inh -2 and Rin1-Abl PPI inh -2.
`Nc1nc(N2C(=O)C3CC=CCC3C2=O)nn1-c1ccccc1` (centres undefined) gave CendR NRP1 mod -4, Neddyl block inactive, SKN-1 inh 4, eLon inh 12, FAS TE block -2, MsrA act -2, PABP1 MLLE inh 11, MT1-MMP act inh -2 and Rin1-Abl PPI inh 4.
`COc1ccccc1NC(=O)C1=C(C)Nc2nnnn2C1c1cccc(C)c1` (centres undefined) gave CendR NRP1 mod 10, Neddyl block inactive, SKN-1 inh -7, eLon inh 4, FAS TE block 1, MsrA act 0, PABP1 MLLE inh -112, MT1-MMP act inh 7 and Rin1-Abl PPI inh 0.
Screening CCCCc1nc(NCc2ccccc2)c(C#N)c2c1COC(C)(C)C2 returned CendR NRP1 mod -13, Neddyl block inactive, SKN-1 inh -2, eLon inh -5, FAS TE block 1, MsrA act -5, PABP1 MLLE inh -6, MT1-MMP act inh -1 and Rin1-Abl PPI inh -3.
O=C(c1ccco1)N1CCN(C2c3ccccc3-c3ccccc32)CC1 was read as CendR NRP1 mod 1, Neddyl block inactive, SKN-1 inh -3, eLon inh -3, FAS TE block 12, MsrA act -1, PABP1 MLLE inh 14, MT1-MMP act inh -4 and Rin1-Abl PPI inh -3.
Screening Oc1ccccc1-c1nc(NCc2ccccc2)c2ccccc2n1 returned CendR NRP1 mod -16, Neddyl block inactive, SKN-1 inh -16, eLon inh -5, FAS TE block 26, MsrA act -6, PABP1 MLLE inh 8, MT1-MMP act inh -4 and Rin1-Abl PPI inh 1.
O=C(OCC1CC(c2ccccc2Cl)=NO1)c1ccc(Br)cc1 (centres undefined) was read as CendR NRP1 mod 12, Neddyl block inactive, SKN-1 inh 1, eLon inh -1, FAS TE block -8, MsrA act 0, PABP1 MLLE inh -8, MT1-MMP act inh 1 and Rin1-Abl PPI inh 0.
Screening Cc1cc(C(=O)N2CCc3ccccc32)c2cc(F)ccc2n1 returned CendR NRP1 mod 10, Neddyl block inactive, SKN-1 inh 9, eLon inh 0, FAS TE block -1, MsrA act -11, PABP1 MLLE inh -5, MT1-MMP act inh 5 and Rin1-Abl PPI inh 3.
`O=c1ccc(/C=C/c2ccccc2)nn1Cc1ccc(F)cc1` gave CendR NRP1 mod -6, Neddyl block active, SKN-1 inh 3, eLon inh -15, FAS TE block 37, MsrA act 2, PABP1 MLLE inh -5, MT1-MMP act inh 0 and Rin1-Abl PPI inh 4.
For CN(C)C(=O)C1=NOC2(C1)C(=O)Nc1ccccc12 (centres undefined) the results were CendR NRP1 mod 2, Neddyl block inactive, SKN-1 inh 5, eLon inh 2, FAS TE block -11, MsrA act 3 and MT1-MMP act inh 2.
For O=C(N/N=C/c1cc(Cl)cc([N+](=O)[O-])c1O)c1ccc2c(c1)OCO2 the results were CendR NRP1 mod 7, Neddyl block inactive, SKN-1 inh -13, eLon inh -10, FAS TE block 14, MsrA act -12, PABP1 MLLE inh -10 and Rin1-Abl PPI inh -1.
`CC(C)N(C(=O)[C@H]1C[C@H](CC(=O)NCCCN(C)C)C(=O)N2CCc3c([nH]c4ccc(Cl)cc34)[C@]12C)C(C)C` gave CendR NRP1 mod -16, Neddyl block inactive, SKN-1 inh 2, eLon inh -9, FAS TE block 2, MsrA act -6, PABP1 MLLE inh -6, MT1-MMP act inh -6 and Rin1-Abl PPI inh -2.
For COc1ccc(-c2nc(CS(=O)CC(=O)NCCN3CCCCCC3)c(C)o2)cc1OC (centres undefined) the results were CendR NRP1 mod 4, Neddyl block inactive, SKN-1 inh -16, eLon inh -3, FAS TE block -7, MsrA act -5, PABP1 MLLE inh 12, MT1-MMP act inh 4 and Rin1-Abl PPI inh 3.
For CCOc1ccc(C(=O)c2ccc(OCC)c(N)c2)cc1N the results were CendR NRP1 mod 5, Neddyl block inactive, SKN-1 inh 1, eLon inh -4, FAS TE block -3, MsrA act -12, PABP1 MLLE inh 9, MT1-MMP act inh 3 and Rin1-Abl PPI inh -2.
`CCN1CCN(c2nc(Nc3ccc(NC(C)=O)cc3)nc(Nc3ccc(NC(C)=O)cc3)n2)CC1` gave CendR NRP1 mod -4, Neddyl block inactive, SKN-1 inh 0, eLon inh -9, FAS TE block -3, MsrA act -2, PABP1 MLLE inh 7, MT1-MMP act inh 5 and Rin1-Abl PPI inh -4.
For CCCCCCCCC(=O)N/N=C(\C)c1ccco1 the results were CendR NRP1 mod 9, Neddyl block inactive, SKN-1 inh -2, eLon inh 9, FAS TE block -5, MsrA act -2, PABP1 MLLE inh -61, MT1-MMP act inh -1 and Rin1-Abl PPI inh 2.
Screening Cc1ccc(CNC(=O)CS(=O)CC(=O)O)cc1 (centres undefined) returned CendR NRP1 mod -3, Neddyl block inactive, SKN-1 inh 21, eLon inh -3, FAS TE block -1, MsrA act -2, PABP1 MLLE inh 29, MT1-MMP act inh 4 and Rin1-Abl PPI inh 1.
Screening Cc1nc(-c2ccccc2)sc1C1(C)CC(c2ccccc2F)=NO1 (centres undefined) returned CendR NRP1 mod -5, Neddyl block inactive, SKN-1 inh 11, eLon inh -2, FAS TE block 15, MsrA act -3, PABP1 MLLE inh -5, MT1-MMP act inh 0 and Rin1-Abl PPI inh -2.
For Cc1nn(Cc2ccccc2)c2sc(C(=O)N3CCN(Cc4ccc5c(c4)OCO5)CC3)cc12 the results were CendR NRP1 mod -2, Neddyl block inactive, SKN-1 inh 27, eLon inh 1, FAS TE block -2, MsrA act -11, PABP1 MLLE inh 12, MT1-MMP act inh 3 and Rin1-Abl PPI inh 0.

Compounds as they come. About 4% of those tested had a hit in this group.
